Assay outcomes from PubChem.
HIF-2a block = HIF-2a reporter inhibitors, primary screen, luminescence, 786-0 RCC cells; 786-0 RCC cells HIF-2a reporter, luciferase luminescence, overnight; inhibition, % at 18.8 µM; 360,000 compounds, 0.72% hits;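 active = inhibition of the luminescence signal of 40% or more relative to plate controls, in a single-dose primary screen at 18.75 µM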
Shn3 3UTR inh = reduction of Shn3 3'UTR firefly luciferase signal, primary screen, Schnurri-3 inhibitor project, cell-based, Clone20 osteoblasts, set 2. 360,000 compounds, 0.52% hits. Clone20 osteoblast Shn3 3'UTR firefly luciferase, 24 h. inhibition, % at 12.5 µM;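 active = mean inhibition of at least 75% with every replicate also reaching 75%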;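 note: 0% = median of neutral control wells and 100% = pilot-screen positive control compound; some compounds past the cut are filed as inactive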
Peg3 prom inh = Peg3 promoter-driven luciferase inhibitors, primary screen, cell-based, HeLa, luciferase luminescence; HeLa PEG-Prom luciferase reporter, overnight; inhibition, % at 20 µM; 360,000 compounds, 1.7% hits; AID 588405, 2011;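 active = inhibition of at least 50% at 20 µM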
KKLEB tox = cytotoxicity in KKLEB CF airway cells, primary screen, cytotoxicity control for CF NF-kB inhibitor project, cell-based, uHTS, fluorescence assay plates; KKLEB CF airway cells viability, ATPlite luminescence, overnight; stronger effect = lower value; cells stimulated with P. aeruginosa culture filtrate; activity change (cytotoxicity), % at 5 µM; 360,000 compounds, 0.36% hits;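 active = corrected activity change at or below -50% at 5 µM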
iPSC survival up = enhancers of single-cell hiPSC survival, primary screen, ATPlite luminescence; 360,000 compounds, 0.044% hits; 100% = ROCK inhibitor wells, 0% = DMSO; survival enhancement, % at 20 µM; AID 602274, 2012; in the data active = survival enhancement above about 18%;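 note: cells exposed to compounds for 16 hours before the ATP read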
TWEAK-Fn14 inh = inhibitors of TWEAK-Fn14 signaling, primary screen, luciferase reporter cells, uHTS | 360,000 compounds, 2% hits | inhibition, % at 10 µM | AID 1159606, 2016 | TWEAK-stimulated Fn14 reporter cells, luciferase luminescence, 8 h; in the data active = inhibition above about 50%
TRPM1 prom inh = inhibitors of MITF-dependent TRPM1 promoter reporter, primary screen, cell-based, SK-MEL-5, single point, luciferase. SK-MEL-5 TRPM1 promoter luciferase, 24 h. inhibition, % at 12.5 µM. 330,000 compounds, 0.83% hits. AID 488899, 2010;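 active = mean inhibition across replicates of 60% or more, whatever share of single replicates reaches that level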; note: values of inactives mirror those of a sister screen read the other way
NR2E3 ag-1 = inhibitors of NR2E3-RetCOR corepressor binding, primary screen, NR2E3 agonist project, biochemical, TR-FRET, GST-NR2E3, biotin-RetCOR | inhibition of corepressor binding, % at 4.78 µM | Photoreceptor-specific nuclear receptor (Homo sapiens), Q9Y5X4 | AID 2300, 2010 | 320,000 compounds, 0.12% hits | 1536-well;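 active = percent inhibition above the cutoff of mean plus 3 SD of all tested compounds, set per screening campaign, cut at about 20% in these data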;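 note: 0% = DMSO wells and 100% = biotin wells as full block of FRET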
Target sequence (Q9Y5X4 whole entry, looked up): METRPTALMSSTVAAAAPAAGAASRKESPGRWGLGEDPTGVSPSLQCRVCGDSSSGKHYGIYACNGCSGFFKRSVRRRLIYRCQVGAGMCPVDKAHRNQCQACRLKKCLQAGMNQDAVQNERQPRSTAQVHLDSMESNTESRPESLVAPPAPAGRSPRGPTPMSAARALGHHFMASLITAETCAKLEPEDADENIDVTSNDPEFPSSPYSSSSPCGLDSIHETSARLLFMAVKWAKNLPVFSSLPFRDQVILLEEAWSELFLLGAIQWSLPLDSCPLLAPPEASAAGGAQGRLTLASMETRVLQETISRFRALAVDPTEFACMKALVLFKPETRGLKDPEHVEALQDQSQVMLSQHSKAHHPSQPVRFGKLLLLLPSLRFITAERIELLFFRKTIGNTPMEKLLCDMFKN
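System: GST-tagged NR2E3 plus biotinylated RetCOR corepressor; Amount: 1.35 nM GST-tagged NR2E3 final; Dosing: single nominal compound dose of 4.8 µM; Schedule: 5 h incubation at 4 °C; Technique: TR-FRET with europium anti-GST and streptavidin-D2, 340 nm excitation; Controls: biotin wells as high control, 0.6% DMSO wells as low control.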
CF NFkB inh = inhibitors of PAF-induced NF-kB signaling, primary screen, cell-based, GFP fluorescence, uHTS | KKLEB NF-kB-GFP reporter, GFP fluorescence overnight | inhibition, % at 5 µM | 360,000 compounds, 0.86% hits | AID 588850, 2011;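 active = at least 50% inhibition at 5 µM, scaled per plate between neutral and stimulator controls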;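 note: PAF is a Pseudomonas aeruginosa culture filtrate used as stimulus; plate controls were PAF-stimulated DMSO wells for no effect and unstimulated DMSO wells for full effect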
aDG glyco up = activators of alpha-DG glycosylation, primary screen, uHTS, Pro5-aDG cells, AlphaScreen. activation, % at 10 µM. alpha-DG glycosylation AlphaScreen (IIH6); 0% Pro5, 100% B10-LARGE cell signal. 360,000 compounds, 0.22% hits;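 active = activation of at least 8% versus controls, or a plate z-score of at least 8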;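 note: Pro5 are CHO cells carrying HIG-tagged alpha-DG that lacks glycosylation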
NR2E3 ag-2 = NR2E3 agonists in two-hybrid cells, primary screen, cell-based, luminescence, CHO-S, Gal4-NCOR/VP16-NR2E3; Photoreceptor-specific nuclear receptor (Homo sapiens), Q9Y5X4; luciferase; inhibition of corepressor binding, % at 3.98 µM; 360,000 compounds, 0.35% hits; AID 602229, 2012;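 active = inhibition above the mean of all tested compounds plus 3 SD, cut at about 70% in these data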;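 note: 0% = DMSO with NR2E3 transfected cells and 100% = cells lacking NR2E3 construct; higher means lower luciferase signal from less NR2E3 corepressor binding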
Numbers without * were called inactive; . = no result given.

1. O=C(N/N=C/C1C(c2ccccc2)C1(Cl)Cl)c1cccc(Cl)c1 (stereo not drawn)
2. Cn1c(CC(=O)Nc2ccc(F)cc2)nnc1SCC(=O)Nc1nncs1
3. O=C(COC(=O)c1ccc(Br)o1)Nc1nc2c(F)c(F)c(F)cc2s1
4. Cc1ccc(CN2CC(C(=O)NC(c3nc4ccccc4[nH]3)C(C)C)CC2=O)cc1 (stereo not drawn)
5. Nc1c(-c2ccccc2)nc(Cl)nc1-c1ccccc1
6. Fc1cccc(-c2oncc2-c2nnnn2-c2ccc(Cl)cc2)c1

compound no. | 1 | 2 | 3 | 4 | 5 | 6
iPSC survival up | 2.1 | 0.8 | 0.6 | -0.3 | 2.9 | -2.4
HIF-2a block | -12 | 12 | -7 | -9 | -13 | 12
Peg3 prom inh | -5 | -5 | -19 | 13 | -32 | 7
Shn3 3UTR inh | -17 | -5 | 9 | -21 | 1 | 7
aDG glyco up | -0.1 | 0.2 | 0.0 | -0.1 | -0.2 | -0.2
NR2E3 ag-2 | -37 | 8 | 0 | -15 | 13 | -13
NR2E3 ag-1 | -3 | 3 | 4 | 0 | 8 | 2
TWEAK-Fn14 inh | -7 | 32 | -8 | 10 | 0 | -14
TRPM1 prom inh | 2 | -10 | 6 | 5 | -3 | 2
CF NFkB inh | -31 | 14 | -16 | -3 | -5 | 12
KKLEB tox | 1 | -8 | 8 | 3 | -3 | -2

In the list so far, these have fluorine.
2. Cn1c(CC(=O)Nc2ccc(F)cc2)nnc1SCC(=O)Nc1nncs1
3. O=C(COC(=O)c1ccc(Br)o1)Nc1nc2c(F)c(F)c(F)cc2s1
6. Fc1cccc(-c2oncc2-c2nnnn2-c2ccc(Cl)cc2)c1

compound no. | 2 | 3 | 6
iPSC survival up | 0.8 | 0.6 | -2.4
HIF-2a block | 12 | -7 | 12
Peg3 prom inh | -5 | -19 | 7
Shn3 3UTR inh | -5 | 9 | 7
aDG glyco up | 0.2 | 0.0 | -0.2
NR2E3 ag-2 | 8 | 0 | -13
NR2E3 ag-1 | 3 | 4 | 2
TWEAK-Fn14 inh | 32 | -8 | -14
TRPM1 prom inh | -10 | 6 | 2
CF NFkB inh | 14 | -16 | 12
KKLEB tox | -8 | 8 | -2

Part of the list above in order of molecular weight, largest number first.
2. Cn1c(CC(=O)Nc2ccc(F)cc2)nnc1SCC(=O)Nc1nncs1
6. Fc1cccc(-c2oncc2-c2nnnn2-c2ccc(Cl)cc2)c1
5. Nc1c(-c2ccccc2)nc(Cl)nc1-c1ccccc1

compound no. | 2 | 6 | 5
iPSC survival up | 0.8 | -2.4 | 2.9
HIF-2a block | 12 | 12 | -13
Peg3 prom inh | -5 | 7 | -32
Shn3 3UTR inh | -5 | 7 | 1
aDG glyco up | 0.2 | -0.2 | -0.2
NR2E3 ag-2 | 8 | -13 | 13
NR2E3 ag-1 | 3 | 2 | 8
TWEAK-Fn14 inh | 32 | -14 | 0
TRPM1 prom inh | -10 | 2 | -3
CF NFkB inh | 14 | 12 | -5
KKLEB tox | -8 | -2 | -3

Following part.
7. Cc1ccc(CNC(=O)N[C@@H](Cc2ccccc2)C(=O)O)cc1
8. COc1cc(OC)c(C(=O)Nc2cc(Cl)ccc2-n2cncn2)cc1OC
9. Cc1ccc(C(O)c2ncc(-c3cccc(C(F)(F)F)c3)[nH]2)cc1 (stereo not drawn)
10. CC1=C(C(=O)N2CCCCCC2)CC(CC(=O)NCCc2ccccn2)C(=O)N1CCCN1CCCC1=O (stereo not drawn)
11. CCc1cc2c3c(c(=O)oc2cc1OCC(=O)OC)CCCC3
12. CC1(C)CC(=O)C=C(NCc2cccc(C(F)(F)F)c2)C1

compound no. | 7 | 8 | 9 | 10 | 11 | 12
iPSC survival up | 2.3 | 0.0 | 1.7 | -1.5 | -0.2 | -0.3
HIF-2a block | 31 | 19 | -6 | -10 | 10 | 8
Peg3 prom inh | 6 | -2 | 12 | . | 20 | 22
Shn3 3UTR inh | 6 | -5 | 4 | . | -13 | -4
aDG glyco up | -0.2 | -0.1 | -0.2 | 0.0 | -0.1 | 0.1
NR2E3 ag-2 | -17 | -3 | 7 | 17 | -6 | -8
NR2E3 ag-1 | -5 | 6 | . | . | 3 | 1
TWEAK-Fn14 inh | -13 | 2 | 2 | 5 | -10 | 6
TRPM1 prom inh | -6 | 15 | . | . | -3 | -7
CF NFkB inh | 22 | 9 | 10 | . | 1 | 2
KKLEB tox | 2 | -2 | 9 | . | 3 | 12

Down the list, as entered above.
Nos. 7–12 in KKLEB tox read 2, -2, 9, ., 3, 12
Nos. 7–12 in TWEAK-Fn14 inh read -13, 2, 2, 5, -10, 6

Continued.
13. Cc1nnnn1CC(=O)Nc1cccc([N+](=O)[O-])c1
14. Cc1onc(-c2c(Cl)cccc2Cl)c1C(=O)N1CCCCC1
15. O=C(O)c1ccc(NCc2cccnc2)c([N+](=O)[O-])c1
16. Cc1ccc(OCCSc2nnc(-c3ccncc3)n2C)cc1
17. CCOC(=O)Cc1csc(NC(=O)Cc2ccc(Br)cc2)n1
18. CCNc1ccc(C2(O)C(=O)c3ccccc3C2=O)cc1
19. O=C(c1cccnc1)N1C2C=CC(C2)C1(C(F)(F)F)C(F)(F)F (stereo not drawn)
20. COCCNC(=O)CCCn1c(=O)c2cc(OC)c(OC)cc2n(CC(=O)c2cccc(OC)c2)c1=O
21. CC(=O)COc1ncn(-c2ccccc2)n1

compound no. | 13 | 14 | 15 | 16 | 17 | 18 | 19 | 20 | 21
iPSC survival up | -0.5 | -0.4 | 2.2 | -1.0 | -0.5 | -3.1 | 4.4 | -0.7 | 6.3
HIF-2a block | 5 | 17 | 22 | 4 | 16 | 1 | 8 | 27 | -17
Peg3 prom inh | 9 | 10 | 10 | -11 | 10 | 12 | -10 | 13 | -17
Shn3 3UTR inh | 8 | -3 | -3 | 15 | 0 | -4 | 2 | 9 | 8
aDG glyco up | -0.3 | -0.1 | -0.1 | -0.1 | 0.1 | 0.0 | -0.1 | -0.1 | -0.1
NR2E3 ag-2 | -16 | -39 | 0 | -31 | -3 | -19 | 4 | 1 | -16
NR2E3 ag-1 | -1 | -1 | 1 | 0 | 0 | -1 | -5 | 2 | 2
TWEAK-Fn14 inh | 13 | 7 | -17 | -5 | -16 | -8 | -4 | -13 | 87*
TRPM1 prom inh | -8 | -9 | 8 | 11 | 6 | -5 | 1 | 7 | -15
CF NFkB inh | 6 | -4 | -10 | -6 | 2 | 13 | 11 | -2 | -2
KKLEB tox | -11 | 5 | 2 | 23 | -6 | 6 | 2 | 5 | 5

Taken from above.
Value of entry 21 in aDG glyco up: -0.1
Value of entry 17 in Peg3 prom inh: 10
Value of entry 13 in HIF-2a block: 5
Value of entry 20 in CF NFkB inh: -2
Value of entry 14 in NR2E3 ag-1: -1
Value of entry 18 in TRPM1 prom inh: -5
